Compound activity as filed in PubChem BioAssay.
CSM14.1 death rescue = rescue of cells from ER stress-induced death, primary screen, 384-well, CSM14.1, thapsigargin, ATP luminescence (AID 1222). 190,000 tested, under 10 active. CSM14.1 thapsigargin-induced death rescue, ATP luminescence; higher % means a stronger effect. cellular ATP content (survival), % at 20 µM, or EC50 in µM where a hit was titrated;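 active = EC50 below 50 µM in the dose-response confirmation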;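 note: death triggered by thapsigargin at about 15 µM added after 2 h compound pretreatment; cell ATP read after overnight thapsigargin exposure of roughly 18 to 22 hours; normalized against plate controls of thapsigargin alone and 5% DMSO vehicle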
NOD2 inhibition = NOD2 signaling inhibitors, cell-based, luminescence, uHTS, HEK293 (AID 1566) | one-dose inhibition, % at 4 µM; EC50 in µM for titrated hits | 290,000 compounds, 0.63% hits | HEK293 NOD2/NF-kB luciferase reporter, luminescence; higher % means a stronger effect; note: many of its hits are not listed in these tables
KOR beta-arrestin-1 = KOR antagonists, beta-arrestin recruitment, cell-based, luminescence, uHTS (AID 1778); 290,000 compounds, 0.091% hits; inhibition, % at 10 µM; hits with a dose series show IC50 in µM; KOR beta-arrestin recruitment, luminescence, antagonist mode; higher % means a stronger effect; Kappa-type opioid receptor (Homo sapiens); note: strong numbers were not always called active
NOD1 NF-kB reporter = NOD1 signaling inhibitors, primary screen, cell-based, luminescence, uHTS (AID 1578); inhibition, % at 4 µM; hits with a dose series show EC50 in µM; 290,000 compounds, 1% hits; NOD1-driven NF-kB luciferase reporter cells, luminescence; higher % means a stronger effect; in the data active = inhibition mostly above about 36%, no sharp cut-off; inactive = mostly below about 34%;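 note: HEK-293T reporter cells stimulated with the NOD1 agonist gamma-tri-DAP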
Yfh1-off respiration = enhancers of respiration in Yfh1-depleted yeast, dose response, Friedreich's ataxia, plus single-dose screen (AID 1465); S. cerevisiae Yfh1-off respiration, WST-1 reduction, 72 h; higher fold induction means a stronger effect; 220,000 compounds, 0.074% hits; fold induction at 50 µM, or EC50 in µM where a hit was titrated;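 active = fold induction of absorbance versus untreated yeast above a set limit, then at least 30% activation at any dose in follow-up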;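 note: activators that raise dye reduction in frataxin-depleted yeast; strong numbers were not always called active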
KOR beta-arrestin-2 = KOR agonists, beta-arrestin recruitment, primary screen, cell-based, luminescence, uHTS (AID 1777); Kappa-type opioid receptor (Homo sapiens); activation, % at 10 µM, or EC50 in µM where a hit was titrated; 280,000 compounds, 0.02% hits; KOR beta-arrestin recruitment, luminescence; higher % means a stronger effect; in the data active = activation above about 50%, passing the limit was not always enough; note: a part of the inactive calls stands beside numbers as strong as those of hits
TNAP activation fold = human TNAP enzyme activators, primary screen, biochemical, luminescent, no phosphate acceptor, uHTS (AID 1001); purified TNAP, luminescent activation assay, no phosphate acceptor; higher activation fold means a stronger effect; one-dose activation fold at 20 µM; EC50 in µM for titrated hits; 200,000 compounds, 0.03% hits; in the data active = activation fold from about 3, or a potency from the dose series; inactive = the rest, 99 in 100 with activation fold below about 1.6; note: many of its hits are not listed in these tables
GPR55 beta-arrestin = GPR55 agonists via beta-arrestin recruitment, primary screen, imaging, U2OS cells, beta-arrestin-GFP redistribution (AID 1961) | G-protein coupled receptor 55 (Homo sapiens) | U2OS GPR55 beta-arrestin-GFP redistribution imaging; higher % means a stronger effect | 290,000 compounds, 0.048% hits | activation, % at 10 µM; hits with a dose series show EC50 in µM;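 active = activation above 40% with more than 50 cells counted in the well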;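 note: U2OS osteosarcoma cells stably expressing GPR55 and beta-arrestin-GFP; plate controls were DMSO negative control for no effect and LPI positive control for full effect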
NTR1 agonist = agonists of NTR1, primary screen, imaging, U2OS cells, beta-arrestin-GFP, high content (AID 493036). Neurotensin receptor type 1 (Homo sapiens), P30989. NTR1-U2OS beta-arrestin-GFP spot imaging, agonist mode. activation, % at 20 µM. 330,000 compounds, 0.17% hits;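 active = activation at or above 40% of the spot to cytoplasm intensity ratio, with at least 20 cells analyzed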;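 note: 0% = DMSO without peptide and 100% = 100 nM NTR1 peptide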
Target sequence (P30989 whole entry, looked up): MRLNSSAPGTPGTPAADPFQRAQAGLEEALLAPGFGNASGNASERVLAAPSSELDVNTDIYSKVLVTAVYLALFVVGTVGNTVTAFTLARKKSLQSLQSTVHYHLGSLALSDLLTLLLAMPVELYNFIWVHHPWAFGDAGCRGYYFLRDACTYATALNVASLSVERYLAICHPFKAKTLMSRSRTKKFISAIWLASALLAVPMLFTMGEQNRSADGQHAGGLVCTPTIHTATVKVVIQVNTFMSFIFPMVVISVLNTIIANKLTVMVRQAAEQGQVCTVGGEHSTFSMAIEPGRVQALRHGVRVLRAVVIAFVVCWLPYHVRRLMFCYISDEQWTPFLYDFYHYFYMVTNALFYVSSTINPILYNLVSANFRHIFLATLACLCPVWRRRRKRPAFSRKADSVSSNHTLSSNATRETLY
NTR1 agonist cell count 20 µM = recorded beside NTR1 agonist, whose call it bears; cell count; measured here: cell count, cytotoxicity flag
* hit, by the source's call; i = inactive; x = not tested or not shown; [ ] = remark or other dose. Cut-off read from the data, not from the text of the source, unless noted: active = inhibition above about 50%; inactive = the rest. Some of the compounds tested, so the mix of outcomes need not match the whole.

Results follow in this order: NOD2 inhibition, GPR55 beta-arrestin, CSM14.1 death rescue, KOR beta-arrestin-1, NTR1 agonist cell count 20 µM, NTR1 agonist, NOD1 NF-kB reporter, KOR beta-arrestin-2, TNAP activation fold, Yfh1-off respiration
> Cc1c(N(C)C(=O)c2ccc3c(c2)OCO3)c(=O)n(-c2ccccc2)n1C
    4%, -0.4%, -1.4%, -7%, 80, 0.9, -26%, 1.3%, 1.1, i
> COc1ccc(/C=C(\C#N)C(=O)NC2CCS(=O)(=O)C2)cc1OC (configuration not stated)
    9%, 0.2%, -0.7%, 28%, 53, -0.8, -22%, -5.8%, 1.1, i
> CC(C)(C)c1cc(P(=O)(c2ccccc2)c2ccccc2)ccc1O
    -4%, 0.3%, x, 30%, 76, 5.6, -7%, 3.8%, x, i
> Cc1ccc(F)cc1NC(=O)CCc1c(C)[nH]c(=O)c(C#N)c1C
    7%, -0.1%, x, -22%, 58, -0.3, -29%, 0.5%, x, x
> O=C(c1cc(-c2ccncc2)nc2ccccc12)N1CCN(c2ccc(N3CCOCC3)nn2)CC1
    8%, -0.1%, -1.6%, -17%, 81, -0.3, x, -0.8%, 1.1, x
> O=C(c1ccccc1F)N1CCN(Cc2ccc3c(c2)OCO3)CC1
    1%, 0.4%, x, -7%[20 µM], 56, 0.8, -24%, -3.2%, x, x
> COc1ccc(/C=C2\CCC(C3CCCC3)C2=O)cc1Cn1cccn1 (configuration not stated)
    16%, 0.2%, -1.5%, 17%, 52, 34, 18%, -2.5%, 1.1, i
> N#CC1=C(N)C(C#N)(C#N)[C@H](c2ccncc2)[C@H]2CC3(CC=C12)OCCO3
    13%, -0.2%, 3.2%, 23%, 62, -1.6, 6%, 7.6%, 1.1, i
> FC(F)(F)c1ccc(CN2C[C@@H]3C(c4ccc(C(F)(F)F)cc4)C4(c5cccnc5)CC3(C4)[C@H]2c2ccccc2)cc1 (some centres not stated)
    24%, -0.1%, x, 14%, 67, 0.0, 0%, 0.9%, x, i
> O=C(OC(C(=O)Nc1cccc(C(F)(F)F)c1)c1ccccc1)C1CCCCC1 (configuration not stated)
    7%, 0.1%, -2.0%, -3%, x, x, -30%, 2.0%, 1.1, i
> N#Cc1ccc(NC(=O)CNc2cc(S(=O)(=O)N3CCOCC3)ccc2NCC2CCCO2)cc1 (configuration not stated)
    -5%, 0.1%, -0.8%, -34%, 71, -0.6, -50%, 1.3%, 1.1, i
> CCC(C)(C#CCN1CCCCC1)OC(C)=O (configuration not stated)
    13%, 0.2%, -1.8%, -28%[20 µM], 104, 0.3, -11%, x, 1.1, i
> CC(C)(C)n1cn[nH]c1=S
    14%, 0.3%, x, 6%, 46, 0.2, 0%, -2.1%, x, i
> COc1ccc(C(C)=O)cc1COC(=O)c1cc(C)nc2ccccc12
    29%, -0.4%, 0.1%, -11%, 41, 4.0, -41%, -0.7%, 1, i
> O=C(O)c1cccnc1SCc1cn2cc(Br)ccc2n1
    15%, 0.7%, -0.7%, 18%, 45, -1.2, -16%, -5.2%, 1.1, i
> Cc1nc2ccccc2n2c(-c3ccccc3)c3c(=O)n(C)c(=O)n(C)c3c12
    -15%, 0.2%, 4.9%, -39%, 52, 11, -18%, -2.9%, 1.1, i
> O=C(Nc1ccc(CSc2ccccc2)cc1)c1ccco1
    -81%, 0.0%, x, 5%, 57, 5.0, -65%, 1.2%, x, x
> COc1cc(C2C3=C(CC(C)(C)CC3=O)NC3=C2C(=O)c2ccccc23)ccc1O (configuration not stated)
    9%, -0.4%, -0.4%, 31%, 56, 2.9, 0%, -8.7%, 0.9, i
> COc1cc(C(=O)NC(C)c2ccc(S(N)(=O)=O)cc2)ccc1OCC(=O)N1CCOCC1 (configuration not stated)
    19%, 0.0%, x, 19%, 55, 0.1, -6%, -2.7%, x, x
> O=C(O)CCC(=O)Nc1cccc(-c2nnc(-c3ccccc3)o2)c1
    -1%, 0.3%, x, -6%, 52, -1.3, 16%, 8.3%, x, x

Given as comma-separated lines: part of the list above.
Molecule,NOD2 inhibition,GPR55 beta-arrestin,CSM14.1 death rescue,KOR beta-arrestin-1,NTR1 agonist cell count 20 µM,NTR1 agonist,NOD1 NF-kB reporter,KOR beta-arrestin-2,TNAP activation fold,Yfh1-off respiration
O=C(O)c1cccnc1SCc1cn2cc(Br)ccc2n1,15%,0.7%,-0.7%,18%,45,-1.2,-16%,-5.2%,1.1,i
Cc1nc2ccccc2n2c(-c3ccccc3)c3c(=O)n(C)c(=O)n(C)c3c12,-15%,0.2%,4.9%,-39%,52,11,-18%,-2.9%,1.1,i

Other entries follow.
Results follow in this order: NOD2 inhibition, GPR55 beta-arrestin, CSM14.1 death rescue, KOR beta-arrestin-1, NTR1 agonist cell count 20 µM, NTR1 agonist, NOD1 NF-kB reporter, KOR beta-arrestin-2, TNAP activation fold, Yfh1-off respiration
> Cc1nc2ccc(C(=O)Nc3ccccc3Cl)cc2s1
    -26%, -0.2%, x, -10%, 68, -1.3, 1%, 0.3%, x, x
> O=[N+]([O-])c1ccc(C2=Nn3c(Cn4nnc5ccccc54)nnc3SC2)cc1
    8%, -0.1%, x, 11%, 58, 0.2, -2%, 1.4%, x, i
> Nc1nnc(SCC(=O)OCC(=O)Nc2ccc(Br)cc2)s1
    7%, -0.3%, 0.4%, -5%, 62, 2.1, -19%, -4.8%, 1.1, i
> Cc1ccc(-n2c(C)cc(=O)cc2C)cc1[N+](=O)[O-]
    -1%, -0.3%, x, -21%, 56, 0.0, -34%, -3.7%, x, x
> CCC1Oc2ccccc2N(CC(=O)Nc2ccc(OC)cc2OC)C1=O (configuration not stated)
    -5%, 0.0%, -0.1%, 27%, 75, 3.7, -22%, -1.3%, 1, i
> COC(=O)C1(CCSC)NC(c2ccc(O)cc2)C2C(=O)N(c3ccc4c(c3)OCCO4)C(=O)C21 (configuration not stated)
    7%, -0.1%, -2.1%, -19%, 68, 3.2, -6%, 8.7%, 1, i
> CCN1CCCC(NC(=O)c2cc([N+](=O)[O-])ccc2OC)C1 (configuration not stated)
    4%, 0.1%, -0.3%, x, 41, 0.7, -22%, -1.2%, 1.1, i
> Oc1ccc(-c2[nH]ncc2-c2ccc(Br)cc2)c(O)c1
    20%, -0.2%, x, 6%, 96, 1.5, 5%, 2.0%, x, x
> CN(C)CCCN(Cc1ccc2c(c1)OCO2)C(=O)NC1CCCCC1
    13%, -0.1%, x, 16%, 43, -0.6, -1%, 1.9%, x, i
> O=S(=O)(Nc1ccccc1Cl)c1ccc(NS(=O)(=O)c2cccs2)cc1
    -1%, -0.2%, x, -12%, 36, 1.1, -28%, 0.6%, x, x
> Cc1ccc(S(=O)(=O)N2CCCC2C(=O)NC2CCCCC2)cc1 (configuration not stated)
    -2%, -0.2%, 0.1%, 31%, 48, 0.2, -6%, -6.0%, 1.1, i
> COc1ccc(C(=O)/C=C/C(=O)N(CC(=O)NC2CCCCC2)Cc2cccs2)c(O)c1
    -4%, 35%, -3.9%, 27%, 26, 26, 36%, -5.9%, 1, i
> NC(=O)c1cc(S(=O)(=O)NCCCc2ccccc2)cs1
    20%, 0.0%, x, 11%, 67, -1.0, 1%, -3.6%, x, x
> CCOc1ccccc1OCC(=O)NNC(=S)NC1CCCCC1
    0%, 0.0%, -0.6%, 5%, 40, 1.3, -29%, 15%, 2.5, i
> COc1cccc(CN(C)C(=O)c2ccc(COc3ccc(Cl)cc3)cc2)c1OC
    -22%, x, x, -5%, 61, 4.1, -9%, -2.7%, x, x
> COc1cc(-c2ccc(NC(=O)c3ccc(C)cc3)c(OC)c2)ccc1NC(=O)c1ccc(C)cc1
    -3%, -0.1%, 1.0%, 8%, x, x, -95%, -0.5%, 1.2, i
> O=C(Nc1ccccc1N1CCCCC1)c1ccc2nccnc2c1
    26%, -0.2%, 0.4%, 20%, 107, -1.4, 20%, 3.2%, 1.1, i
> O=C(Nc1ccccc1N1CCCCC1)c1ccc(-c2cccc(Cl)c2)o1
    6%, 0.5%, 1.0%, -1%, 63, 0.7, 32%, -1.6%, 1.1, i
> O=c1oc2ccccc2c(Nc2cc3ccccc3cc2O)c1[N+](=O)[O-]
    x, -0.1%, -1.4%, -50%, 30, 0.8, x, -1.9%, 0.9, i
> Cc1ccc([N+](=O)[O-])cc1-c1[nH]c(-c2ccc(O)c(O)c2)nc1-c1ccccc1
    0%, 0.2%, -3.5%, 8%, 74, 14, 0%, -3.9%, 0.7, i

Compound profiles, as listed above. Screens in order: NOD2 inhibition	GPR55 beta-arrestin	CSM14.1 death rescue	KOR beta-arrestin-1	NTR1 agonist cell count 20 µM	NTR1 agonist	NOD1 NF-kB reporter	KOR beta-arrestin-2	TNAP activation fold	Yfh1-off respiration
Record of `O=c1oc2ccccc2c(Nc2cc3ccccc3cc2O)c1[N+](=O)[O-]` : x	-0.1%	-1.4%	-50%	30	0.8	x	-1.9%	0.9	i
Record of `COc1ccc(C(=O)/C=C/C(=O)N(CC(=O)NC2CCCCC2)Cc2cccs2)c(O)c1` : -4%	35%	-3.9%	27%	26	26	36%	-5.9%	1	i

More results follow.
Results follow in this order: NOD2 inhibition, GPR55 beta-arrestin, CSM14.1 death rescue, KOR beta-arrestin-1, NTR1 agonist cell count 20 µM, NTR1 agonist, NOD1 NF-kB reporter, KOR beta-arrestin-2, TNAP activation fold, Yfh1-off respiration
> CCOC(=O)C1(CCC(C)C)CC(CSc2nc3ccccc3[nH]2)OC1=O (configuration not stated)
    12%, -0.2%, 2.3%, 3%, 34, 2.4, 11%, 0.9%, 0.9, i
> O=C(Nc1ccccc1C(=O)N/N=C/c1ccncc1)c1ccccc1
    -46%, 0.1%, -3.9%, 6%, 78, -0.4, -23%, -3.6%, 1.1, i
> COc1cccc(NC(=O)c2cccnn2)c1
    -1%, 0.0%, x, -20%, 100, 0.1, -19%, 7.4%, x, x
> O=C(/C=C/c1ccc([N+](=O)[O-])cc1)NCCSc1ccccc1
    5%, -0.2%, -1.8%, -30%, 62, 3.1, -5%, -0.4%, 1, i
> O=C(CCCCCNc1nc(=S)[nH]c2ccccc12)NCCc1c[nH]c2ccccc12
    -36%, -0.2%, -2.3%, -33%, 76, 4.2, 17%, 2.4%, 1.1, i
> COc1cccc(N2C(=NC(=O)CCc3ccccc3)SC3CS(=O)(=O)CC32)c1 (configuration not stated)
    12%, -0.1%, x, -2%, 72, 1.1, -3%, -1.7%, x, x
> O=S(=O)(Nc1nccs1)c1ccc2c(c1)OCCO2
    19%, -0.1%, -0.1%, -10%, 75, -1.7, 19%, -5.4%, 1.1, i
> CCOc1cc(C2c3c(oc4cc(C)c(Cl)cc4c3=O)C(=O)N2Cc2ccco2)ccc1O (configuration not stated)
    3%, 0.3%, 3.0%, 24%, 69, 7.7, -32%, -3.8%, 1, i
